Mcl1 Bid PPI: Mcl-1/Bid interaction inhibition. Q07820. 220,000 tested, 0.97% active. TR-FRET Mcl-1/Bid-Dy647 peptide binding, 1536-well. inhibition, % at 21.7 µM;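 active means compounds that cut the binding signal by more than half at the single screening dose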;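 further: His-tagged Mcl-1 with europium anti-His antibody binding Bid BH3 peptide; 0% = Mcl-1 plus peptide wells and 100% = peptide-only wells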
Target sequence (Q07820 whole entry, looked up): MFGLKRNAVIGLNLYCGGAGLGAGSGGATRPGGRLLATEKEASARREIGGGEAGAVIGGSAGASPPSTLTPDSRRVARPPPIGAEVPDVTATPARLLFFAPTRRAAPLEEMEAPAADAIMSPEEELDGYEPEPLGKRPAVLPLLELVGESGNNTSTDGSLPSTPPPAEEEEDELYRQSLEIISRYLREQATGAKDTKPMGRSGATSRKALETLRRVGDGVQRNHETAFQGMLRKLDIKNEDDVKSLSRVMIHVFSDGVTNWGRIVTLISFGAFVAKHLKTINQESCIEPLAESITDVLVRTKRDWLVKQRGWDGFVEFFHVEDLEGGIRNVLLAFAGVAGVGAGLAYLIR
Bim-Bcl-B: inhibitors of Bim-Bcl-B interaction, human; 190,000 tested, 0.073% active; bead-based flow cytometry, Bim peptide-Bcl-B binding; inhibition, % at 10 µM; AID 951;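 further: 0% = tracer peptide without compound and 100% = reference inhibitor peptide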
Target sequence (Q9HD36 whole entry, looked up): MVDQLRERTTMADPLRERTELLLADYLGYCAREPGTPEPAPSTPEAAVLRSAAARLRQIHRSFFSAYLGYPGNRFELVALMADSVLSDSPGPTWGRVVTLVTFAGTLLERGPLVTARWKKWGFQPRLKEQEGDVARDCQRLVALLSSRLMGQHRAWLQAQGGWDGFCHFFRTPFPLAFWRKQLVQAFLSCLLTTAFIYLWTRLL
Bim-Mcl-1: human Bim-Mcl-1 interaction inhibition. 190,000 tested, 0.1% active. inhibition, % at 10 µM. Bead-based flow cytometry, Bim peptide-Mcl-1 binding;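 further: 0% = no compound tracer wells and 100% = peptide blocker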
Bim-Bcl-W: disrupts Bim peptide binding to human Bcl-W; Q92843; bead-based flow cytometry; inhibition, % at 10 µM; 190,000 tested, 0.02% active; AID 952;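 further: 0% = bound tracer without compound and 100% = peptide blocker; higher means less fluorescent Bim peptide bound to Bcl-W beads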
Target sequence (Q92843 whole entry, looked up): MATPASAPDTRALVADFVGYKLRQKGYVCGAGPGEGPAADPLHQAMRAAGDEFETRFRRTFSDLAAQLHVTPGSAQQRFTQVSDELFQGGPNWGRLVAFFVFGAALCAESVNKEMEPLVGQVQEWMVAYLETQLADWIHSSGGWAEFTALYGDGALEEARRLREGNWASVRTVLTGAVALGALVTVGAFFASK
Bcl-2 Bim block: human Bim-Bcl-2 interaction inhibition; P10415; Bead-based flow cytometry, Bim peptide-Bcl-2 binding; inhibition, % at 10 µM; 190,000 tested, 0.06% active; AID 950; in the data active means inhibition above about 40%; inconclusive means no clear call, values can overlap the other calls;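 further: 0% = no compound wells with probe peptide and 100% = reference peptide inhibitor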
RGS7-Gao reg: regulators of human RGS7-Galphao interaction | P09471 | Multiplexed bead flow cytometry, RGS7-Galphao binding; actives lie on both sides | binding response (% of control), % at 10 µM | 220,000 tested, 0.35% active; in the data active means binding response below about 49% or above about 150%; inconclusive means no clear call, values can overlap the other calls; inactive means in between;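 further: fluorescent Galphao held in activated GDP-AlF4 state binding bead-coupled RGS7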
Mcl1 Noxa PPI: disrupts binding of human Mcl-1 to Noxa peptide. TR-FRET Mcl-1/Noxa peptide binding, 2 h. 220,000 tested, 1.5% active. Q07820. inhibition, % at 21.7 µM;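 active means compounds that cut the protein-peptide binding signal by more than 50% relative to plate controls in a single-dose test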;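 further: His-tagged Mcl-1 with rhodamine Noxa BH3 peptide and terbium anti-His antibody; 0% = Mcl-1 plus Noxa peptide wells and 100% = peptide-only wells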
Bfl-1 Bim block: disrupts Bim binding to human Bfl-1; Bead-based flow cytometry, Bim-Bfl-1 binding inhibition; inhibition, % at 10 µM; AID 1008; Q16548; 190,000 tested, 0.12% active;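 further: 0% = wells without compound plus tracer and 100% = blocker peptide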
RGS8-Gao reg: modulates binding of RGS8 to human Galphao | multiplexed bead flow cytometry; actives lie on both sides | response (percent of control binding), % at 10 µM | 220,000 tested, 0.34% active | AID 1423; in the data active means response below about 60% or above about 140%; inactive means in between;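 further: Galphao activated as the GDP aluminium fluoride complex binding bead-coupled RGS8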
RGS4-Gao reg: modulates binding of RGS4 to human Galphao; P09471; Multiplexed bead flow cytometry; actives lie on both sides; binding response (% of control), % at 10 µM; 220,000 tested, 0.33% active; in the data active means binding response below about 49% or above about 150%; inactive means in between;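 further: fluorescent Galphao activated with aluminum fluoride binding bead-coupled RGS4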
Bim-Bcl-XL: human Bim-Bcl-XL interaction inhibition. Q07817. Bim peptide-Bcl-XL binding, bead flow cytometry, fluorescence. inhibition, % at 10 µM. 190,000 tested, 0.04% active. AID 1007
Target sequence (Q07817 whole entry, looked up): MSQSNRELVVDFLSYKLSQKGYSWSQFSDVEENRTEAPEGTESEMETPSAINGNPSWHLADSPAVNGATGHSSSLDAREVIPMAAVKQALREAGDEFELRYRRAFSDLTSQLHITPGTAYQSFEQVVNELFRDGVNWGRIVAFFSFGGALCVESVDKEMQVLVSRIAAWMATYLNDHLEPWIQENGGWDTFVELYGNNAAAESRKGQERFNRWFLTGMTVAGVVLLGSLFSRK
* hit, by the source's call; u = inconclusive; x = not tested or not shown. Unless noted, no stated cut-off is given here; in the data, active means inhibition above about 40%. Rows were taken by chance, and some 2.7% of all compounds hit somewhere here.

SMILES	Mcl1 Bid PPI	Bim-Bcl-B	Bim-Mcl-1	Bim-Bcl-W	Bcl-2 Bim block	RGS7-Gao reg	Mcl1 Noxa PPI	Bfl-1 Bim block	RGS8-Gao reg	RGS4-Gao reg	Bim-Bcl-XL
CC(C(=O)N1CCOCCOCCOCCOCCOCC1)N1C(=O)c2ccccc2C1=O (configuration not stated)	-15	-7	0	-3	-3	99	-7	-9	103	104	0
CCOC(=O)c1ccc(NC(=O)c2cc(=O)[nH]c3ccccc23)cc1	-17	-2	2	0	0	107	-1	-4	101	101	-1
COc1ccccc1NC(=O)CSc1nnc(CC(=O)Nc2cccc(C(F)(F)F)c2)n1C	1	-10	-4	0	-7	105	14	-15	100	102	-9
Cc1c(Cl)cccc1N=Cc1ccc([N+](=O)[O-])s1	-2	-2	2	-2	-5	104	-11	1	102	104	0
CCN(C(=O)CN1CCOCC1)c1c(N)n(Cc2ccccc2)c(=O)[nH]c1=O	-8	0	0	-2	-4	102	8	-5	103	104	-3
COc1ccccc1N1Cc2ccccc2C1	22	2	-4	-3	3	97	27	0	99	99	0
Cc1nc2sc(C(c3cccs3)N3CCN(C(=O)c4ccco4)CC3)c(O)n2n1 (configuration not stated)	-20	-3	-2	-1	-6	96	6	-10	101	99	-3
COc1ccc(OC(C)C(=O)NC2CC(C)(C)NC(C)(C)C2)cc1 (configuration not stated)	-42	-8	-3	2	-8	101	-3	-10	101	101	-5
O=C1CN(C(=O)/C=C/c2cccc(Cl)c2)c2ccccc2N1	-10	6	5	6	1	u	2	-2	91	82	9
O=C(Nc1ccc2ccccc2c1)/C(=C/c1cccc(Br)c1)NC(=O)c1ccco1	-12	3	1	3	3	97	7	1	102	102	0
O=C(/C=C/c1cccc([N+](=O)[O-])c1)NCc1ccccc1	-4	-2	-3	-4	-2	101	7	-2	103	105	-4
CCS(=O)(=O)N1CCN(c2ccnc3cc(Cl)ccc23)CC1	-6	x	x	x	x	u	-8	x	104	100	x
CCn1c(SCC(=O)NC(C)C)nnc1-c1cccs1	-39	-8	1	-2	-3	102	-7	-13	99	99	-3
CCCCNC(=O)C1CCN(Cc2ccccn2)CC1	14	-2	0	-1	0	103	32	-2	99	101	0
CC(=O)Nc1cccc2c1C(=O)N(c1ccccc1C)C2=O	-12	-3	0	0	-3	103	9	-6	98	102	-2
O=C(NCC1CCCO1)C1CC1(c1ccccc1)c1ccccc1 (configuration not stated)	-6	-10	-6	-6	-8	99	0	-6	101	101	-10
COC(=O)c1ccccc1NC(=O)N1CSC[C@H]1C(=O)OC	-2	-7	0	-1	-9	110	25	-10	105	100	-6
CC(C)CCn1c(Oc2ccc(Cl)cc2)nc2c1c(=O)n(C)c(=O)n2C	0	-3	0	5	-4	99	6	-9	101	104	0
COCCn1c(C)cc(/C=C2/NC(=O)N(c3ccc(Cl)cc3)C2=O)c1C	-69	-7	-16	-10	-6	102	11	-2	100	100	-12
O=C(c1ccccc1)N1N=C(c2ccco2)CC1c1cccs1 (configuration not stated)	7	1	-4	0	0	96	8	1	100	100	0
CN1CCN(NC(=O)c2cc(Br)ccc2Cl)CC1	-26	-3	1	-1	0	93	6	-1	100	97	-3
COc1ccc(C(=O)O)cc1S(=O)(=O)Nc1ccc(C)cc1	-19	-6	-1	2	-4	u	20	-8	101	97	-2
O=C(NCc1cccnc1)c1ccc(NC(=O)c2ccco2)cc1	-24	-4	0	3	-7	95	-15	-10	103	102	-4
O=C(NCc1ccco1)c1ccc(Cl)nc1	-17	x	x	x	x	u	16	x	101	103	x
COc1cc(C(=O)N[C@H](C(=O)NC2CCCCCC2)C(C)C)cc(OC)c1OC	-11	1	-3	0	-1	96	3	0	95	95	-2
O=C(Cc1ccccc1)NC1CCS(=O)(=O)C1 (configuration not stated)	-17	-2	3	0	7	99	-11	1	101	100	-1
Cc1cc(C)cc(NC(=O)CN(c2ccc(F)cc2)S(C)(=O)=O)c1	4	-1	0	1	-1	94	4	-3	97	94	0
C/[N+]([O-])=C1\Cc2ccccc2C1=O	-10	-7	-1	0	-7	97	36	-9	99	97	-2
COc1ccc(CC(=O)c2ccc(OC)c(OC)c2C)cc1OC	-7	-16	-9	-6	-23	100	17	-12	97	101	-12
Cc1nnc(N(C)C(=O)Cc2ccc3c(c2)OCO3)s1	-9	-8	-6	-3	-8	99	19	-14	101	101	-9
CCN(CC)C(=O)c1c(C)nc2ccccn12	-9	0	0	-1	-1	101	12	0	98	102	-1
Cc1ccc2c(c1)sc1nc(=O)n(-c3ccc(Cl)cc3)c(=O)n12	20	-2	-2	0	0	101	-70	3	104	103	0
OCCC1CN(Cc2ccccc2O)CCN1CCc1ccccc1 (configuration not stated)	-43	-1	0	1	-4	102	-17	-5	106	101	1
Cc1ccc(NS(=O)(=O)c2cc(C(=O)NCc3ccccn3)ccc2Cl)cc1C	-37	-3	-1	-1	0	97	-3	-3	99	95	0
COC(=O)c1cc2c(cc1NC(=O)CSCCc1ccccn1)OCO2	-2	-8	0	-2	-7	98	13	-11	98	98	0
COc1ccc(-c2nc(-c3cccc(C)c3)[nH]c(=O)c2C#N)cc1	1	0	0	-9	2	100	12	6	97	97	-4
O=c1c2ccccc2n(Cc2ccc(Cl)cc2)c(=O)n1Cc1ccco1	-3	-1	1	4	0	93	8	-5	90	98	1
COc1cccc(-n2cc(C(=O)O)c3ccccc3c2=O)c1	-8	-10	-1	1	-12	100	15	-11	102	100	-6
CCOC(=O)c1c(NC(=O)CSc2ncnc3[nH]ncc23)sc2c1CCC(C)C2 (configuration not stated)	-8	0	-1	0	-5	98	-7	-3	101	101	0
Brc1nnc2n1-c1ccccc1Sc1ccccc1-2	-6	-8	-1	-5	13	99	-4	0	103	99	-9
O=C(CSc1ncnc2c1cnn2-c1ccc(Cl)cc1)NCc1ccc2c(c1)OCO2	-12	-7	-4	-2	-8	98	3	-10	93	99	-8
CCCCNC(=S)NNC(=O)c1ccc2c(c1)OCO2	-34	-13	-2	-4	-6	102	2	-8	102	99	-4
Nc1nonc1C(=O)N1CCCCC1	-27	0	1	0	0	103	-9	-2	103	104	1
COc1ccc(NC(=O)Cn2cccc2)cc1Cl	-16	-2	3	4	0	99	18	-3	99	97	-2
Cc1ccccc1-n1c(C)cc(/C=C2\NC(=O)NC2=O)c1C	-36	-6	-2	-3	-2	101	9	-1	100	101	-5
O=C(NCCc1c[nH]c2ccc(Cl)cc12)c1cccnc1	-18	-7	-5	0	-11	90	-13	-8	97	93	-9
C=C(C)CSc1nnc2n(N)c(=O)c3ccccc3n12	-20	-8	-1	2	-6	89	9	-5	87	89	1
CCOc1ccc(N(CC(=O)NCCc2ccc(Cl)cc2)S(=O)(=O)c2c(C)[nH]c(=O)[nH]c2=O)cc1	-10	-3	-2	-7	-1	102	-16	2	100	104	-8
COc1cc(C)ccc1S(=O)(=O)N1CCCCCC1	10	-4	-4	-2	-7	97	10	-5	100	96	-3
CN(C)CCN1CCc2ccccc21	-13	7	-3	1	-5	98	10	-11	98	101	-6
CCOC(=O)C(=CNc1ccccc1N1CCOCC1)C(=O)OCC	-21	x	x	x	x	u	7	x	103	102	x
COc1ccc(OC)c(NC(=S)NN2CCN(C)CC2)c1	-26	-15	-5	-4	-16	104	-1	-20	102	103	-11
Cc1cccc(C)c1C(OCCN(C)C)C1CCCCC1 (configuration not stated)	18	-3	-3	0	-1	102	31	1	105	103	-4
Cc1cc2c(c(=O)n1C)C(C(C)C)C(C#N)=C(N)O2 (configuration not stated)	-10	-3	0	0	-3	86	1	0	84	69	-2
COc1ccc(-c2nc3ccc(C(=O)NCC(OC)OC)cc3nc2-c2ccc(OC)cc2)cc1	-9	-26	17	1	5	104	5	0	102	104	0
Cc1nc2cc(NC(=O)Nc3nccs3)ccc2n1C	-23	-6	0	0	-8	96	4	-13	100	102	-7
Cc1cccn2c(CN(C)CC3Cc4ccccc4O3)c(C(=O)N3CCCCC3)nc12 (configuration not stated)	-2	-4	0	0	3	108	0	-4	107	109	-2
COc1cc(S(=O)(=O)NC2CCCC2)c(OC)cc1Cl	-16	-3	-4	-4	-5	102	-5	-1	103	102	-1
Nc1nc(-c2cccnc2)nn1C(=O)COc1ccccc1	-15	0	3	1	-2	96	-8	-8	101	98	1
Cc1cc2cc(C(c3nnnn3C(C)(C)C)N(Cc3ccco3)CC3CCCO3)c(=O)[nH]c2cc1C (configuration not stated)	-25	-3	0	1	0	97	-1	-1	102	95	0
Additional results follow.
SMILES	Mcl1 Bid PPI	Bim-Bcl-B	Bim-Mcl-1	Bim-Bcl-W	Bcl-2 Bim block	RGS7-Gao reg	Mcl1 Noxa PPI	Bfl-1 Bim block	RGS8-Gao reg	RGS4-Gao reg	Bim-Bcl-XL
Cc1nn(C(C)C)c(C)c1[C@@H]1C[C@H]2CN(Cc3cccc(Cl)c3)C(=O)[C@]23CCCN13	-30	x	x	x	x	u	-33	x	89	79	x
Cc1ccc(NCC(=O)N/N=C/c2ccncc2)cc1	-69	0	1	2	0	u	13	-1	100	99	0
O=C(COC(=O)CSc1ccc2ccccc2c1)Nc1ccccc1OC(F)F	0	-1	-5	-4	-5	104	20	-4	99	99	-3
COc1cccc(C(=O)NC2CC3CCCC(C2)N3CC(=O)Nc2ccccc2)c1 (configuration not stated)	54*	2	1	-1	-2	101	66*	-2	99	96	-1
OC1(c2ccccn2)COc2ccccc2O1 (configuration not stated)	-9	x	x	x	x	u	-15	x	102	100	x
CS(=O)(=O)N1CCCC(C(=O)Nc2ccc3c(c2)OCCO3)C1 (configuration not stated)	-7	-3	0	-2	-5	96	-6	-3	97	97	0
O=C(COC(=O)c1cccnc1Cl)NCC1CCCO1 (configuration not stated)	-19	-2	-1	0	-1	u	-8	-4	101	101	-4
Cc1cccc(Cn2c(C)nc3c(N)c(C)c(C)cc32)c1	91*	-4	0	-5	-3	95	-12	-5	99	98	-4
Cc1cc2c(c(=O)n1Cc1ccco1)C(c1ccccc1)C(C#N)=C(N)O2 (configuration not stated)	-31	-5	-4	4	-5	101	13	-11	102	99	-10
COCCCn1c(SCC(=O)Nc2sc3c(c2C#N)CCCC3)nnc1-c1ccncc1	-18	-7	-1	0	0	102	20	1	101	98	-4

Compound profiles, from the list above. Order of values: Mcl1 Bid PPI	Bim-Bcl-B	Bim-Mcl-1	Bim-Bcl-W	Bcl-2 Bim block	RGS7-Gao reg	Mcl1 Noxa PPI	Bfl-1 Bim block	RGS8-Gao reg	RGS4-Gao reg	Bim-Bcl-XL
Listed for COc1cccc(C(=O)NC2CC3CCCC(C2)N3CC(=O)Nc2ccccc2)c1 (configuration not stated) → 54*	2	1	-1	-2	101	66*	-2	99	96	-1
Listed for Cc1nn(C(C)C)c(C)c1[C@@H]1C[C@H]2CN(Cc3cccc(Cl)c3)C(=O)[C@]23CCCN13 → -30	x	x	x	x	u	-33	x	89	79	x
Listed for Cc1cc2c(c(=O)n1Cc1ccco1)C(c1ccccc1)C(C#N)=C(N)O2 (configuration not stated) → -31	-5	-4	4	-5	101	13	-11	102	99	-10
Listed for OC1(c2ccccn2)COc2ccccc2O1 (configuration not stated) → -9	x	x	x	x	u	-15	x	102	100	x
Listed for Cc1ccc(NCC(=O)N/N=C/c2ccncc2)cc1 → -69	0	1	2	0	u	13	-1	100	99	0
